TROY signal inh = inhibitors of TROY-driven NF-kB signaling, primary screen, Q293 LMP1-TROYcd cells, NF-kB luciferase, uHTS; AID 1347056, 2019; inhibition, % at 10 µM; 360,000 tested, 0.98% active; Q293 LMP1-TROYcd NF-kB luciferase reporter, 4 h;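 active = compounds whose plate-normalised and pattern-corrected inhibition of the luciferase reporter signal at the single screening dose is 50% or more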
CF NFkB block = inhibitors of PAF-induced NF-kB signaling, primary screen, cell-based, GFP fluorescence, uHTS; KKLEB NF-kB-GFP reporter, GFP fluorescence overnight; inhibition, % at 5 µM; 360,000 tested, 0.86% active;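 active = at least 50% inhibition at 5 µM, scaled per plate between neutral and stimulator controls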;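 note: PAF is a Pseudomonas aeruginosa culture filtrate used as stimulus; plate controls were PAF-stimulated DMSO wells for no effect and unstimulated DMSO wells for full effect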
NCOA1 inh = SRC1 coactivator transcriptional activity inhibitors, primary screen, cell-based, luminescence; AID 588354, 2011; 360,000 tested, 0.12% active; HEK293 GAL4-SRC1 luciferase reporter; inhibition, % at 3.6 µM;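 active = inhibition above the campaign mean plus 3 SD, with each screening campaign given its own cutoff, cut at about 60% in these data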;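 note: 0% = DMSO treated cells and 100% = gossypol at 36 µM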
TWEAK Fn14 block = inhibitors of TWEAK-Fn14 signaling, primary screen, luciferase reporter cells, uHTS; inhibition, % at 10 µM; 360,000 tested, 2% active; AID 1159606, 2016; TWEAK-stimulated Fn14 reporter cells, luciferase luminescence, 8 h; in the data active = inhibition above about 50%
LRH-1 inv ag = LRH-1 (NR5A2) inverse agonists, primary screen, cell-based, luminescence, HEK293T, StAR-luciferase reporter; Nuclear receptor subfamily 5 group A member 2 (Homo sapiens), O00482; LRH-1 transfected, 24 h; inhibition, % at 3.6 µM; 360,000 tested, 0.13% active;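 active = inhibition above the mean inhibition of all tested compounds plus 3 SD, cut at about 73% in these data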;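 note: 0% = DMSO wells and 100% = reporter-only cells lacking LRH-1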
Target sequence (O00482 whole entry, looked up): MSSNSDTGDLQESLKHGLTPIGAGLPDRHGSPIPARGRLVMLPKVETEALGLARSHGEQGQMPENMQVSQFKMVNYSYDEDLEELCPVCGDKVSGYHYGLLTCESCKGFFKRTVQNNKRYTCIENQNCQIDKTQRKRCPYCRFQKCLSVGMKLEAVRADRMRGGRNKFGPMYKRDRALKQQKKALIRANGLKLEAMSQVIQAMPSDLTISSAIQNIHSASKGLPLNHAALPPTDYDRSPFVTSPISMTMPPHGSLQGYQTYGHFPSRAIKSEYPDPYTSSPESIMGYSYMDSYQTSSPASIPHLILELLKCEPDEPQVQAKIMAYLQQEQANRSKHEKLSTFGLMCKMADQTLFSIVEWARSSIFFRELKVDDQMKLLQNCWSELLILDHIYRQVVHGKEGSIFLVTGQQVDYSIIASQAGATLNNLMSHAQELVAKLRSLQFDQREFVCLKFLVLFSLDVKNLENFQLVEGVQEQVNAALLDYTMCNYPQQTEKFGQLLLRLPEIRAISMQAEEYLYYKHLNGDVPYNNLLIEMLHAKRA
Shn3 3UTR inh = reduction of Shn3 3'UTR firefly luciferase signal, primary screen, Schnurri-3 inhibitor project, cell-based, Clone20 osteoblasts, set 2 | 360,000 tested, 0.52% active | inhibition, % at 12.5 µM | AID 588674, 2011 | Clone20 osteoblast Shn3 3'UTR firefly luciferase, 24 h;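 active = mean inhibition of at least 75% with every replicate also reaching 75%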;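 note: 0% = median of neutral control wells and 100% = pilot-screen positive control compound; some compounds past the cut are filed as inactive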
NCOA3 inh = SRC3 coactivator transcriptional activity inhibitors, primary screen, cell-based, luminescence | Nuclear receptor coactivator 3 (Homo sapiens), Q9Y6Q9 | HEK293 GAL4-SRC3 luciferase reporter | inhibition, % at 3.6 µM | 360,000 tested, 0.17% active | AID 588352, 2011;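 active = inhibition above a per-campaign cutoff, the mean of all compounds plus 3 SD, cut at about 60% in these data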;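 note: 0% = DMSO-treated cells and 100% = gossypol-treated cells at 36 µM; higher means less SRC3-driven luciferase light from the GAL4 reporter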
KKLEB tox = cytotoxicity in KKLEB CF airway cells, primary screen, cytotoxicity control for CF NF-kB inhibitor project, cell-based, uHTS, fluorescence assay plates | KKLEB CF airway cells viability, ATPlite luminescence, overnight; hits give low values; cells stimulated with P. aeruginosa culture filtrate | activity change (cytotoxicity), % at 5 µM | 360,000 tested, 0.36% active | AID 602141, 2011;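 active = corrected activity change at or below -50% at 5 µM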
LMP1 NFkB inh = EBV LMP1-driven NF-kappaB luciferase reporter inhibitors, primary screen, cell-based, luminescence, single point; LMP1-induced NF-kappaB luciferase reporter cells; inhibition, % at 12.5 µM; 350,000 tested, 0.69% active; AID 504558, 2011; in the data active = inhibition above about 41%;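 note: 0% = neutral control wells and 100% = reference inhibitor control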
NR2F2 inh = NR2F2 transcriptional activity inhibitors, primary screen, cell-based, luciferase reporter, HEK293T, luminescence | COUP transcription factor 2 (Homo sapiens), P24468 | HEK293T NGFI-A luciferase reporter | inhibition, % at 8.6 µM | 370,000 tested, 0.7% active;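 active = inhibition above a per-plate cutoff, mean inhibition of test wells between control levels plus 3 SD, cut at about 38% in these data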;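 note: cells cotransfected with COUP-TFII expression vector driving the NGFI-A reporter; 0% = median of COUP-TF2 test wells and 100% = reporter-only cells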
Target sequence (P24468 whole entry, looked up): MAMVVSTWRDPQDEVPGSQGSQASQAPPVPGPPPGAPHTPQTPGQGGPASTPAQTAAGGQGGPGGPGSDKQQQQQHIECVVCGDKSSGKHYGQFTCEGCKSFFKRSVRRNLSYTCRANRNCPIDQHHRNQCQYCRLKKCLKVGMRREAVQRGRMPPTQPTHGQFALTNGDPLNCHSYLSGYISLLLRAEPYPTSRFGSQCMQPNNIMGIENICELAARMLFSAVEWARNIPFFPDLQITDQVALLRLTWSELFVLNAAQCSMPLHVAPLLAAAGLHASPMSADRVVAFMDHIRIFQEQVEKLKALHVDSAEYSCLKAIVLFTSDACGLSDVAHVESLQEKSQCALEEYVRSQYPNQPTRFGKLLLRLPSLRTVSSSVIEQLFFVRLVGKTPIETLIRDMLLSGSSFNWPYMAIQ
C8 TRAIL sens = viability loss with TRAIL in NB7+C8 cells, primary screen, TRAIL sensitizer project, cell-based, ATPlite luminescence; inhibition (viability loss, TRAIL sensitization), % at 10 µM; AID 624354, 2012; 360,000 tested, 1% active;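 active = compounds causing at least 50% loss of cell viability in the single-dose screen, relative to plate controls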
An asterisk follows results filed as active. An excerpt, so the mix of outcomes need not match the whole.

Screening CC(=O)N1CCc2cc(S(=O)(=O)CCC(=O)O)ccc21 returned TROY signal inh -1, CF NFkB block -22, NCOA1 inh -2, TWEAK Fn14 block 21, LRH-1 inv ag 4, Shn3 3UTR inh 5, NCOA3 inh 11, KKLEB tox 2, LMP1 NFkB inh -4, NR2F2 inh 2 and C8 TRAIL sens 29.
Screening Cn1nc(-c2ccc(Cl)cc2)cc1NC(=O)CCCC(=O)O returned TROY signal inh 11, CF NFkB block 12, NCOA1 inh -34, TWEAK Fn14 block 14, LRH-1 inv ag 7, Shn3 3UTR inh -12, NCOA3 inh 10, KKLEB tox 0, NR2F2 inh 10 and C8 TRAIL sens -7.
For CCC(=O)Nc1c2c(nc3c1CCC3)CCCC2 the results were TROY signal inh 12, CF NFkB block -1, NCOA1 inh 3, TWEAK Fn14 block -6, LRH-1 inv ag -4, Shn3 3UTR inh 4, NCOA3 inh 12, KKLEB tox -4, LMP1 NFkB inh 3, NR2F2 inh -6 and C8 TRAIL sens 16.
`O=C(O)c1cc(-c2ccc(Cl)cc2)n(-c2ccc(Cl)cc2)n1` gave TROY signal inh 1, CF NFkB block -2, NCOA1 inh -13, TWEAK Fn14 block -2, LRH-1 inv ag 14, Shn3 3UTR inh 10, NCOA3 inh -2, KKLEB tox 7, LMP1 NFkB inh 4, NR2F2 inh 0 and C8 TRAIL sens 3.
`CN(C(=O)CCCN1CCCC1=O)C1CCCN(Cc2ccccc2F)C1` (stereo not drawn) gave TROY signal inh -24, CF NFkB block -5, NCOA1 inh -15, TWEAK Fn14 block 5, LRH-1 inv ag 5, Shn3 3UTR inh -3, NCOA3 inh 14, KKLEB tox 7, LMP1 NFkB inh -1, NR2F2 inh 1 and C8 TRAIL sens 0.
Screening CCC(NC(=O)CCc1c(C)c2cc3c(-c4ccccc4)coc3cc2oc1=O)C(=O)O (stereo not drawn) returned TROY signal inh -5, CF NFkB block -6, NCOA1 inh -3, TWEAK Fn14 block 19, LRH-1 inv ag -7, Shn3 3UTR inh 0, NCOA3 inh 8, KKLEB tox 9, LMP1 NFkB inh 1, NR2F2 inh -13 and C8 TRAIL sens -19.
COc1ccc(C(=O)CSc2nnc(Cn3nnc4ccccc43)n2C)cc1 was read as TROY signal inh -9, CF NFkB block 24, NCOA1 inh -6, TWEAK Fn14 block 3, LRH-1 inv ag 5, Shn3 3UTR inh 21, NCOA3 inh 2, KKLEB tox -3, LMP1 NFkB inh 14, NR2F2 inh -5 and C8 TRAIL sens -11.
Cc1nn(C)cc1CN1CCCC(C(=O)c2ccc(-c3ccccc3)c(F)c2)C1 (stereo not drawn) was read as TROY signal inh 27, CF NFkB block 13, NCOA1 inh 1, TWEAK Fn14 block -5, LRH-1 inv ag 13, Shn3 3UTR inh 39, NCOA3 inh 11, KKLEB tox -11, LMP1 NFkB inh -6, NR2F2 inh 7 and C8 TRAIL sens 0.
Cc1nc2nc(Cc3ccccc3)[nH]n2c(=O)c1Cl was read as TROY signal inh 4, CF NFkB block -2, NCOA1 inh -6, TWEAK Fn14 block 0, LRH-1 inv ag -19, Shn3 3UTR inh 6, NCOA3 inh -7, KKLEB tox 12, LMP1 NFkB inh -12, NR2F2 inh -24 and C8 TRAIL sens -5.
For Cc1ccc(N(C(C)C(=O)N2CCCC2)S(C)(=O)=O)cc1 (stereo not drawn) the results were TROY signal inh 2, CF NFkB block -11, NCOA1 inh 0, TWEAK Fn14 block 4, LRH-1 inv ag -13, Shn3 3UTR inh 15, NCOA3 inh -8, KKLEB tox -1, LMP1 NFkB inh 6, NR2F2 inh 5 and C8 TRAIL sens 5.
For O=C1CC(N2CCN(c3ccc(F)cc3)CC2)C(=O)N1Cc1ccc(N2CCCC2=O)cc1 (stereo not drawn) the results were TROY signal inh 16, CF NFkB block -5, NCOA1 inh 5, TWEAK Fn14 block 7, LRH-1 inv ag 11, Shn3 3UTR inh 14, NCOA3 inh 7, KKLEB tox 7, LMP1 NFkB inh -3, NR2F2 inh 13 and C8 TRAIL sens -1.
Screening CC(=O)NCCC(=O)NCc1ccc(F)cc1 returned TROY signal inh -6, CF NFkB block 4, NCOA1 inh 5, TWEAK Fn14 block 10, LRH-1 inv ag 17, Shn3 3UTR inh -6, NCOA3 inh 13, KKLEB tox 1, LMP1 NFkB inh -2, NR2F2 inh -17 and C8 TRAIL sens 2.
`Cc1ccc(S(=O)(=O)c2nc(S(C)(=O)=O)sc2N2CCCCC2C)cc1` (stereo not drawn) gave TROY signal inh -6, CF NFkB block 41, NCOA1 inh 7, TWEAK Fn14 block 37, LRH-1 inv ag 20, Shn3 3UTR inh 3, NCOA3 inh 12, KKLEB tox -11, LMP1 NFkB inh 14, NR2F2 inh 20 and C8 TRAIL sens 0.
CC(C)(C)NC(=O)NC(=O)COC(=O)Cc1c(F)cccc1Cl was read as TROY signal inh 2, CF NFkB block 16, NCOA1 inh -8, TWEAK Fn14 block -23, LRH-1 inv ag 10, Shn3 3UTR inh 5, NCOA3 inh 3, KKLEB tox 6, LMP1 NFkB inh 4, NR2F2 inh -19 and C8 TRAIL sens 13.
Cc1cccc(-c2noc(CNC(=O)c3ccco3)n2)c1 was read as TROY signal inh -7, CF NFkB block -10, NCOA1 inh 6, TWEAK Fn14 block 0, LRH-1 inv ag -11, Shn3 3UTR inh -9, NCOA3 inh -5, KKLEB tox 12, LMP1 NFkB inh -4, NR2F2 inh 0 and C8 TRAIL sens -7.
For O=C(C[n+]1cc(Br)cc2ccccc21)c1ccc(Cl)cc1 the results were TROY signal inh -18, CF NFkB block 5, NCOA1 inh -1, TWEAK Fn14 block 3, LRH-1 inv ag -4, Shn3 3UTR inh -7, NCOA3 inh -35, KKLEB tox -16, LMP1 NFkB inh -2, NR2F2 inh -8 and C8 TRAIL sens -9.
Screening Nc1nc(SCC(=O)NCC2CCCO2)[nH]c(=O)c1NC(=O)c1ccc(F)c(F)c1 (stereo not drawn) returned TROY signal inh -2, CF NFkB block -12, NCOA1 inh 8, TWEAK Fn14 block -2, LRH-1 inv ag 10, Shn3 3UTR inh -20, NCOA3 inh -29, KKLEB tox 13, LMP1 NFkB inh 1, NR2F2 inh 21 and C8 TRAIL sens 2.
O=C1C=C(c2ccc3ncccc3c2)C[C@@H](c2ccc(Cl)cc2)C1 was read as TROY signal inh 14, CF NFkB block 33, NCOA1 inh -2, TWEAK Fn14 block 0, LRH-1 inv ag -35, Shn3 3UTR inh 10, NCOA3 inh 10, KKLEB tox -28, LMP1 NFkB inh 1, NR2F2 inh 5 and C8 TRAIL sens 9.
Screening CC(=O)c1ccccc1C(=O)N1CCCC(CNC(=O)c2ccccc2Cl)C1 (stereo not drawn) returned TROY signal inh -31, CF NFkB block 13, NCOA1 inh 10, TWEAK Fn14 block -13, LRH-1 inv ag -5, Shn3 3UTR inh -17, NCOA3 inh -9, KKLEB tox 8, LMP1 NFkB inh -2, NR2F2 inh 12 and C8 TRAIL sens -2.
For O=C(COn1nnc2ccc(S(=O)(=O)N3CCOCC3)cc21)Nc1c(F)c(F)c(F)c(F)c1F the results were TROY signal inh -16, CF NFkB block -11, NCOA1 inh 3, TWEAK Fn14 block 3, LRH-1 inv ag 12, Shn3 3UTR inh -17, NCOA3 inh 7, KKLEB tox 4, LMP1 NFkB inh -16, NR2F2 inh -13 and C8 TRAIL sens 6.
`COc1ccc(-n2cc(C(=O)c3ccc4ccccc4c3O)cn2)cc1` gave TROY signal inh -10, CF NFkB block 1, NCOA1 inh 6, TWEAK Fn14 block 2, LRH-1 inv ag -2, Shn3 3UTR inh -1, NCOA3 inh -14, KKLEB tox 4, LMP1 NFkB inh 8, NR2F2 inh 16 and C8 TRAIL sens -3.
Screening COCC1CCN(Cc2c(C(=O)N3CCN(C4CCCCC4)CC3)nc3ccccn23)C1 (stereo not drawn) returned TROY signal inh 1, CF NFkB block 8, NCOA1 inh -19, TWEAK Fn14 block 7, LRH-1 inv ag -4, Shn3 3UTR inh 9, NCOA3 inh 2, KKLEB tox 11, LMP1 NFkB inh 0, NR2F2 inh -6 and C8 TRAIL sens -3.
`Cc1ccccc1-n1nnnc1SCC(=O)c1c(N)n(C2CC2)c(=O)[nH]c1=O` gave TROY signal inh 23, CF NFkB block -18, NCOA1 inh 8, TWEAK Fn14 block -2, LRH-1 inv ag 4, Shn3 3UTR inh 3, NCOA3 inh 4, KKLEB tox 2, LMP1 NFkB inh 5, NR2F2 inh -4 and C8 TRAIL sens 12.
CC(OC(=O)c1ccc(-c2ccc([N+](=O)[O-])cc2)o1)C(=O)NC(N)=O (stereo not drawn) was read as TROY signal inh -15, CF NFkB block -10, NCOA1 inh -29, TWEAK Fn14 block -25, LRH-1 inv ag 17, Shn3 3UTR inh -5, NCOA3 inh -12, KKLEB tox 7, LMP1 NFkB inh -1, NR2F2 inh -9 and C8 TRAIL sens -1.
Screening O=P(COCCO)(c1ccccc1)c1ccccc1 returned TROY signal inh -14, CF NFkB block 7, NCOA1 inh 0, TWEAK Fn14 block -5, LRH-1 inv ag 16, Shn3 3UTR inh -3, NCOA3 inh 8, KKLEB tox 1, LMP1 NFkB inh -12, NR2F2 inh -11 and C8 TRAIL sens -7.
`CN(C)c1cccc(Nc2ccc(-c3ccc(OC(F)(F)F)cc3)cn2)c1` gave TROY signal inh -21, CF NFkB block -14, NCOA1 inh 3, TWEAK Fn14 block -2, LRH-1 inv ag -43, Shn3 3UTR inh 3, NCOA3 inh -15, KKLEB tox 8, NR2F2 inh -1 and C8 TRAIL sens 4.
Screening O=C(CN1CCCCCC1)Nc1c(Cl)cc(Cl)cc1Cl returned TROY signal inh -47, CF NFkB block 10, NCOA1 inh -47, TWEAK Fn14 block -37, LRH-1 inv ag -40, Shn3 3UTR inh 3, NCOA3 inh -36, KKLEB tox -2, LMP1 NFkB inh -14, NR2F2 inh -15 and C8 TRAIL sens 9.
`COC1CCN(Cc2c(C(=O)N3C[C@@H](C)O[C@@H](C)C3)nc3ccc(Cl)cn23)CC1` gave TROY signal inh 7, CF NFkB block -3, NCOA1 inh -7, TWEAK Fn14 block -7, LRH-1 inv ag 21, Shn3 3UTR inh -6, NCOA3 inh 28, KKLEB tox -6, LMP1 NFkB inh -3, NR2F2 inh 11 and C8 TRAIL sens -7.
Screening O=C(NC(=S)Nc1cccc(O)c1)c1ccco1 returned TROY signal inh -27, CF NFkB block -11, NCOA1 inh -78, TWEAK Fn14 block 16, LRH-1 inv ag -117, Shn3 3UTR inh -74, NCOA3 inh -110, KKLEB tox 19, LMP1 NFkB inh -6, NR2F2 inh -14 and C8 TRAIL sens 7.

Screening results from PubChem.
